Bioassay records deposited in PubChem BioAssay by National Center for Advancing Translational Sciences (NCATS).
PLK1 PBD inh – inhibitors of human PLK1 polo-box domain binding | P53350 | Plk1 PBD binding of FITC phosphopeptide, fluorescence polarization | Potency, µM, for the others: max response, negative = inhibition, usual class: inhibitors | 2.8% of 360,000 active | AID 720504; note: potency is the fitted concentration of half-maximal effect; series mostly up to about 57 µM; % is set by controls: 0 for no effect and ±100 for the full control effect; nearly all actives have a fitted effect of over 65% in size
Target sequence (P53350 whole entry, looked up, the tested form may be a part): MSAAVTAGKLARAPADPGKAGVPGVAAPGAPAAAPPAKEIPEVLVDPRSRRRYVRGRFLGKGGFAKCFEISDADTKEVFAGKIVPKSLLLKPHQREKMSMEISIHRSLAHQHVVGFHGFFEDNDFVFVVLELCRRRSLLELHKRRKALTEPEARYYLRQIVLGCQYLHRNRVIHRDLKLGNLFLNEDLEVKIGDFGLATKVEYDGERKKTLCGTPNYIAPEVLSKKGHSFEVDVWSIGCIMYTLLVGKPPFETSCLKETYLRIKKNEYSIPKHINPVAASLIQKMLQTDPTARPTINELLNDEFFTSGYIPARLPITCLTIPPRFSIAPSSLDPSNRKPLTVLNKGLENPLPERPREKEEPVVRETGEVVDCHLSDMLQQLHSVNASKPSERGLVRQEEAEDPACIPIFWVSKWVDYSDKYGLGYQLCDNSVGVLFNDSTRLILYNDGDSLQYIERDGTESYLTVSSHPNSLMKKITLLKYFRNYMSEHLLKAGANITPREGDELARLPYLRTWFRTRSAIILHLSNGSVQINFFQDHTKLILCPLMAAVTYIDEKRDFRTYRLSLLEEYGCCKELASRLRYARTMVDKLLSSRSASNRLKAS
GLP1R inv ag – GLP-1 receptor (human) inverse agonism; 1.6% of 410,000 active; P43220; AID 624417; HEK293 GLP-1R CRE-luciferase, luminescence, 24 h; GLP-1R form is constitutively active; Potency, µM (doses to about 38.3 µM), for inactives: top-dose activity change, negative = inhibition, most hits filed as inhibitors; note: potency is the fitted concentration of half-maximal effect; % is set by controls: 0 for no effect and ±100 for the full control effect; nearly all actives have a fitted effect of over 55% in size
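Stable HEK293 clone (constitutively active GLP-1R + cAMP-response luciferase); 200 cells/uL plated, 12 h pre-culture, compound 24 hr, 37 deg C/5% CO2; detection reagent 12 min RT; luminescence.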
IL-2 act – activates IL-2 in a cell-based reporter assay; IL-2 activation reporter assay, cell-based qHTS; stimulated with anti-CD3/CD4/CD28 beads; in transgenic mouse T cells; activation, % (series mostly up to about 46 µM); 0.065% of 360,000 active; in the data active = activation above about 50%; inconclusive = mostly about 30% to 49%; note: 0% is about no effect
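Unstimulated transgenic mouse T cells; 60-min compound exposure; bead-based TCR/CD4/CD28 stimulation; 18 h culture, 37 degrees C; dual fluorescence (EGFP, DsRed) plate cytometry.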
PI5P4Ka inh – PI5P4K alpha (human) kinase inhibition; P48426; PI5P4Kalpha enzyme, ADP-Glo luminescence, 60 min; stronger effect = lower value; max response, %; AID 652105; 1.2% of 330,000 active; active = max response of -50% or lower; inconclusive = between -30% and -50%; inactive = -30% or higher; note: value at the top dose of about 77 µM; % is set by controls: 0 for no effect and ±100 for the full control effect
Target sequence (P48426 whole entry, looked up): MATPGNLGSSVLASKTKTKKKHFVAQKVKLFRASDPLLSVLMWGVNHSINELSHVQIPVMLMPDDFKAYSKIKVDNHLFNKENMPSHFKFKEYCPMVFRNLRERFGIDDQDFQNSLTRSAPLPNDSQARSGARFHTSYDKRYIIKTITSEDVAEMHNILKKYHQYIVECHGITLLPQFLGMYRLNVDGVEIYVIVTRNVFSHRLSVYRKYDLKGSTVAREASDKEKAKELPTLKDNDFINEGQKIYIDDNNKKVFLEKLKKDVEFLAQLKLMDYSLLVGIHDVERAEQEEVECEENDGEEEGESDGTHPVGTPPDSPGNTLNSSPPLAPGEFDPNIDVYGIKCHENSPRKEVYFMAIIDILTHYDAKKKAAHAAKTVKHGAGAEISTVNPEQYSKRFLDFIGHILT
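ADP-Glo luminescence end-point after a 60 min room-temperature kinase reaction. PI5P4Kalpha and substrate in HEPES pH 7.4 buffer with EGTA, 0.1% CHAPS and 5% DMSO; ATP at 5 microM final.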
DRD3 agonist – activates the human D3 dopamine receptor; AID 652048; P35462; D3R DiscoveRx beta-arrestin cells, luminescence, 90 min; max activation, %; 0.58% of 410,000 active; in the data active = max activation above about 30%; note: 0% is about no effect; mostly tested at two doses, the higher about 12 µM
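Cells at 1500/well, incubated overnight, then treated with pinned compounds (dopamine as control) for 90 min at 37 degrees C. DiscoveRx reagent added for 30 - 60 minutes at room temperature; luminescence read.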
HEK293 tox – cytotoxicity counter-screen for GLP-1 receptor inverse agonists. HEK293 cAMP-luciferase reporter cells, luminescence, 24 h. Potency, µM (top dose mostly 38.3 µM), without a hit: at the top dose activity change, negative = inhibition, most hits filed as inhibitors. 0.13% of 410,000 active. AID 624418;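 note: loss of luciferase light is scored as toxicity; potency is the fitted concentration of half-maximal effect; % is set by controls: 0 for no effect and ±100 for the full control effect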
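Cells in DMEM/10% Nu serum/1% pen-strep, 1536-well format. Pre-incubated 12 h, dosed with 23 nL compound, incubated a further 24 h. Luciferase detection, 12 min at room temp, luminescence.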
GLP1R ag – activates the human GLP-1 receptor. HEK293 GLP-1R CRE-luciferase, luminescence, 4-6 h; cells express a hypersensitive GLP-1R form. Potency, µM (top dose mostly 45.6 µM), for the others: top-dose activation, hits mostly activators. AID 624172. 0.007% of 380,000 active. P43220; note: potency is the fitted concentration of half-maximal effect; % of control where 0% means no effect
DRD3 antagonist – antagonists of human D3 dopamine receptor; P35462; D3R cells, DiscoveRx beta-arrestin luminescence, antagonist mode; stronger effect = lower value; max response, negative = inhibition, %; 2.5% of 360,000 active; AID 652054; in the data active = max response below about -50%; inconclusive = no clear call, values can overlap the other calls; note: % is set by controls: 0 for no effect and ±100 for the full control effect; mostly tested at two doses, the higher about 12 µM
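Cells expressing the human receptor were seeded at 1500 cells/well, incubated overnight at 37 degrees C in 5% CO2, then exposed to library compounds with dopamine controls for 90 minutes at 37 degrees C before luminescent detection.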
WRN inhibitor – WRN helicase (human) inhibition | 0.46% of 360,000 active | Q14191 | Potency, µM (titrated, usually from 114 µM), inactives show top-dose activity change, negative = inhibition, usual class: inhibitors | WRN helicase unwinding, fluorescent forked duplex, kinetic | AID 651768; note: potency is the fitted concentration of half-maximal effect; % is set by controls: 0 for no effect and ±100 for the full control effect; nearly all actives have a fitted effect of over 55% in size
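Primary qHTS, 1536-well format. 20 nM WRN + compound, 15 min RT; start with 100 nM forked fluorophore/quencher duplex, 2 mM ATP (final); kinetic read ex 525/em 598 nm.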
* = called active by the depositor; ? = inconclusive; . = not tested or not shown; [ ] = another dose, or the depositor's remark. Unless noted, calls come from the whole dose curve; as a rule, active = well fitted curve in the direction sought with a large enough effect; inconclusive = small, poorly fitted or top-dose-only effect, or another doubt; inactive = no such curve, though single readings can be large; an effect the other way counts as inactive or inconclusive.

SMILES | PLK1 PBD inh | GLP1R inv ag | IL-2 act | PI5P4Ka inh | DRD3 agonist | HEK293 tox | GLP1R ag | DRD3 antagonist | WRN inhibitor
Cc1cccc(C)c1Nc1cn[nH]c1 | -12.3% | -9.3% | -0.1 | -4.8 | -9.1 | 4.7% | 9.5% | 2.7 | 2.7%
COc1ccc(C(=O)OCC(=O)N(C)C2CCS(=O)(=O)C2)cc1S(=O)(=O)N1CCCc2ccccc21 (stereo not given) | -3.0% | -0.8% | -1.2 | -0.7 | -1.4 | -0.6% | 17.5% | -11.1 | -1.3%
Cc1ccc2ccccc2c1C(O)c1ncc(-c2ccccc2F)[nH]1 (stereo not given) | -4.8% | ? | 0.0 | 1.3 | 6.3 | 5.3% | 0.4% | 1.0 | -4.2%
C=CCN1C(=O)C2(OCCCO2)c2cccc(Cl)c21 | 7.0% | -14.9% | -3.8 | 3.4 | 1.5 | -6.8% | 17.5% | 7.5 | -11.7%
CCOC(=O)N1CCN(C(=O)CCS(=O)(=O)c2ccc3c(c2)CCN3C(=O)CC)CC1 | -4.5% | 9.1% | -1.2 | ? | -1.9 | -0.1% | -1.0% | 1.5 | 9.2%
CCCCN1C(=O)/C(=C/C=C2/CC(C)(C)CN2C)SC1=S | 80.9%[activator] | ? | 20.7 | 5.2 | -7.9 | -8.1% | -4.7% | -9.6 | -19.6%[57.1 µM]
CCCCCC(=O)N1C[C@H](n2cc(C3CC3)nn2)[C@@H](O)C[C@@H]1c1ccccc1 | 0.9% | 15.3% | -3.7 | 1.7 | 5.0 | -3.5% | -1.6% | 6.8 | 8.3%
COC(=O)c1ccc(S(=O)(=O)NCc2ccc(S(N)(=O)=O)cc2)o1 | -5.1% | 5.7% | -3.3 | -0.2 | -6.6 | 7.1% | 6.6% | 13.6 | -5.0%
CCN1CCN(c2ccc(NC(=O)CCc3c(C)nc4c(-c5ccc(F)cc5)c(C)nn4c3C)cc2)CC1 | -10.4% | ? | -0.5 | 1.7 | -0.5 | -7.9% | 6.6% | -18.5 | 1.8%
CCN(CC)CCCNC(=O)c1ccc2c(=O)n(Cc3ccc4c(c3)OCO4)c(=S)[nH]c2c1 | -7.0% | -18.1%[7.66 µM] | -0.2 | 2.1 | 3.8 | 31.3%[activator][7.66 µM] | 0.7% | -9.3 | 3.2%
CCOc1ccc(N2C(=O)C3CCCN3C2=S)cc1 (stereo not given) | 21.2µM* | -2.1% | 1.2 | -2.6 | 1.3 | -5.4% | -0.2% | -0.9 | 1.2%
Cc1ccc(-c2cnc3c(Cl)c(C)nn3c2)cc1 | 4.9% | -16.6% | -1.2 | 1.7 | -8.5 | 2.1% | 3.6% | 9.9 | -16.0%
O=C(C(=O)N1CCN(c2ccc(F)cc2)CC1)c1c[nH]c2ccccc12 | -4.4% | 1.0%[0.307 µM] | 0.0 | 1.0 | -5.3 | 13.7%[0.307 µM] | -1.6% | 9.1 | -6.1%
CC(=O)Nc1ccc2c(c1)NC(=O)CC2 | -6.0% | 16.8% | -3.5 | 0.3 | -11.5 | -6.3% | -0.8% | 4.6 | -10.1%
CCOc1ccc(NC(=S)Nc2ccc3nsnc3c2)cc1 | 26.7µM* | -3.2% | 1.2 | -11.6 | -16.4 | 56.8%[activator] | 4.5% | -29.1 | -4.9%[11.6 µM]

Entries shown so far that have a Cl atom (2):
SMILES | PLK1 PBD inh | GLP1R inv ag | IL-2 act | PI5P4Ka inh | DRD3 agonist | HEK293 tox | GLP1R ag | DRD3 antagonist | WRN inhibitor
C=CCN1C(=O)C2(OCCCO2)c2cccc(Cl)c21 | 7.0% | -14.9% | -3.8 | 3.4 | 1.5 | -6.8% | 17.5% | 7.5 | -11.7%
Cc1ccc(-c2cnc3c(Cl)c(C)nn3c2)cc1 | 4.9% | -16.6% | -1.2 | 1.7 | -8.5 | 2.1% | 3.6% | 9.9 | -16.0%

(listing goes on)
SMILES | PLK1 PBD inh | GLP1R inv ag | IL-2 act | PI5P4Ka inh | DRD3 agonist | HEK293 tox | GLP1R ag | DRD3 antagonist | WRN inhibitor
Cc1nc(NC(=O)COC(=O)c2cccs2)c(Cl)cc1Cl | -13.0% | -2.6% | -3.8 | 3.6 | -18.8 | 20.9% | 2.1% | -20.1 | 6.4%
CC1CCCCN1S(=O)(=O)c1csc(C(N)=O)c1 (stereo not given) | -13.0% | -5.9% | 0.7 | 1.0 | 7.5 | 7.3% | 5.0% | -2.8 | -1.0%
CCCCNC(=O)C[C@@H]1C[C@@]2(C(=O)OCC)CCC=C2N(Cc2ccccc2)C1=O | -9.2% | 10.4% | 0.2 | 8.2 | 4.6 | 3.6% | 12.6% | 19.9 | 2.1%
COc1cc2[nH]c3c(c2cc1OC)CCN1CCCC[C@@H]31 | -4.5% | 7.1% | 0.2 | 4.0 | -8.7 | -4.1% | 10.5% | 26.6 | -10.6%
CC(NC(=O)C(NS(=O)(=O)c1cccc2nsnc12)C(C)C)c1ccccc1 (stereo not given) | 5.1% | 4.6% | 1.3 | -3.6 | -8.7 | -4.2% | -1.9% | ? | -1.9%
COc1ccc(C)cc1-n1nnnc1SCC(=O)NNC(=O)c1ccc([N+](=O)[O-])cc1 | -8.6% | -28.4% | -3.1 | 0.8 | 0.6 | 5.3% | 0.9% | -22.2 | -17.0%[57.1 µM]
Cc1ccc(S(=O)(=O)N2CCN(CC(=O)Nc3ccccc3Cl)CC2)cc1 | 7.0% | 3.6% | -0.5 | 3.2 | -4.0 | 3.6% | -1.8% | 5.4 | 8.1%
COc1ccc(C)cc1NC(=O)CSc1nnc(COc2ccc(Cl)cc2)n1Cc1ccco1 | -4.5% | ? | -2.5 | 8.0 | 10.2 | -19.1% | -1.6% | 19.0 | -8.0%
COc1cc2c(C(=O)NCc3ccc(C)o3)cn(CC(C)C)c(=O)c2cc1OC | -14.6% | 20.1% | 0.1 | 1.2 | 1.1 | 17.7% | 5.1% | -12.4 | -0.4%
CC(C)Oc1ccc(S(=O)(=O)N2CCOCC2)cc1NC(=O)c1cccc(S(=O)(=O)N2CCCC2)c1 | 3.6% | 27.5% | -1.4 | 0.5 | -10.2 | -6.8% | 0.2% | 19.2 | 4.6%
COc1ccc(CC(=O)N2N=C(C)CC2(O)C(F)(F)F)cc1 (stereo not given) | 1.0% | ? | -4.1 | 17.3 | 1.5 | 6.31µM* | 20.0% | -5.7 | 5.3%
CC(C)c1nc(CNC(=O)CC2C(=O)NCCN2Cc2ccoc2)cs1 (stereo not given) | -14.5% | 7.6% | -0.2 | 0.3 | -2.2 | 0.2% | 4.4% | 14.3 | 2.0%
CC(OC(=O)CCC(=O)c1cccs1)C(=O)Nc1ccc(Cl)cn1 (stereo not given) | -5.0% | 6.5% | -0.6 | -3.5 | -6.0 | ? | -2.6% | -0.5 | 1.5%
CCOc1ccc2cc(S(=O)(=O)N3CCOCC3)ccc2c1 | ? | 5.1% | -1.6 | 0.0 | 5.7 | 10.4% | -5.1% | -2.1 | -2.1%
Cc1ccc(C(=O)Nc2ccc(CN3CCCCC3)cc2)c(C)c1 | -5.0% | ? | 2.0 | 1.8 | -9.2 | -0.9% | 4.7% | 0.0 | -26.5%
COc1cccc(-c2ccnc3c(-c4ccc(F)cc4)c(C)nn23)c1 | . | 14.4% | . | . | -4.9 | -4.2% | 0.0% | . | .
O=C1CC(C(=O)N2CCOCC2)C2(CCCC2)O1 (stereo not given) | 1.4% | 2.1% | -2.1 | 0.5 | 0.8 | -9.1% | 1.0% | 25.8 | -0.4%
CCOC(=O)C1=C(c2ccccc2)NC(=O)N(C(C)=O)C1c1cccc([N+](=O)[O-])c1 (stereo not given) | -5.0% | -16.4% | 0.1 | 0.2 | -6.1 | -0.8% | 12.3% | -19.1 | -3.3%
Cc1cccc(-n2ncc3c(N)ncnc32)c1 | -8.9% | 111.5%[activator] | -2.6 | -0.8 | -2.7 | 81.7%[activator] | 8.4% | -22.4 | -2.6%
CCN(C(=O)CN1C(=O)S/C(=C\c2ccc(Cl)cc2)C1=O)C1CCS(=O)(=O)C1 (stereo not given) | ? | -17.9% | -2.7 | -0.8 | -0.6 | -8.0% | 3.2% | -7.9 | -9.2%
O=S(=O)(Nc1cc(Cl)cc(Cl)c1)N1CCOCC1 | -1.3% | ? | -3.4 | 0.1 | 14.0 | -9.4% | -5.4% | 1.0 | -4.3%
COC(=O)CN1C(=O)C(O)(CC(=O)c2ccc(C)o2)c2ccccc21 (stereo not given) | -3.2% | 10.0% | 0.4 | 7.6 | 1.9 | 8.3% | 0.1% | -10.9 | 5.2%
CN(C)C(=O)c1cccc(-c2cccc(-c3nc(C(=O)NCc4ccccc4)cc4c3[C@H](CCO)N(S(=O)C(C)(C)C)C4)c2)c1 (stereo not given in full) | -15.3% | 40.1%[activator] | 0.0 | -0.2 | 5.0 | 2.5% | 12.7% | 13.2 | -7.8%
CC1CCCN(C(=O)CCS(=O)(=O)Cc2ccccc2)C1 (stereo not given) | -9.7% | -12.4% | -1.0 | . | -8.0 | 20.2% | 2.7% | 8.8 | 0.2%
O=C(O)c1cc(N/N=C/c2c[nH]c3ccccc23)ccc1Cl | ? | 49.4%[activator] | -0.4 | ? | -1.9 | -4.4% | 2.8% | 16.5 | -32.9%
CCOC(=O)COc1ccc(C)cc1C(=O)c1ccn2nc(-c3ccc(C)cc3)cc2n1 | . | 0.8% | . | . | 7.5 | 10.0% | -2.4% | . | .
CCOc1ccccc1NC(=O)Cn1nnc(C(=O)NCCc2ccc(OCC)c(OCC)c2)c1N | -13.7% | 18.7% | -2.7 | 0.2 | -4.9 | -18.5% | 0.8% | -6.7 | -7.0%
CCOc1cnc(-c2ccc(OC)cc2)o1 | -5.6% | 22.9% | -1.4 | -2.0 | -4.9 | 2.5% | 4.2% | -21.3 | -0.3%
O=C(c1ccccc1Sc1cccc2ccccc12)N1CCOCC1 | 0.7% | ? | 0.1 | -0.3 | 2.5 | -15.8% | 0.3% | -21.4 | 0.3%
Cn1nnnc1SCCNC(=O)C1CCC(=O)N(Cc2ccccc2F)C1 (stereo not given) | 1.7% | 19.5% | 1.5 | 0.6 | 2.3 | -0.5% | 2.6% | -9.5 | -0.1%
COc1ccc(CN(C)CC(=O)Nc2sc3c(c2C#N)CCC3)c(OC)c1 | -4.6% | -3.8% | 0.1 | 14.0 | 9.9 | 11.5% | 20.2% | 10.4 | 0.0%[57.1 µM]
